High-throughput results: PubChem BioAssay, several laboratories
MEP2 TOR yeast: alters MEP2-GFP fluorescence in TOR pathway yeast screen; S. cerevisiae MEP2-GFP strain, flow cytometry GFP, 3 h; 100% = DMSO control level; GFP response vs DMSO, % at 10 µM; 330,000 compounds, 0.51% hits;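 active = GFP response versus DMSO above a set limit, roughly screen mean plus 3 SD, cut at about 180% in these data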;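 note: median GFP fluorescence of the barcode-gated MEP2-GFP cells per well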
AHR act: human AHR activation | 320,000 compounds, 2.5% hits | AID 2796 | activation, % at 5 µM | AHR-responsive luciferase reporter cells, luminescence; in the data active = activation above about 47%;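 note: 0% = vehicle wells and 100% = reference agonist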
procasp3 activ: activators of human procaspase-3; P42574; AID 463141; 330,000 compounds, 0.11% hits; recombinant procaspase-3 D3A, Ac-DEVD-pNA absorbance 405 nm; activation, % at 8.5 µM;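 active = activation above the mean of all tested compounds plus 3 SD, cut at about 21% in these data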;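 note: 0% = DMSO alone and 100% = DMSO wells spiked with extra 5 µM PC-3 D3A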
Target sequence (P42574 whole entry D9A/D28A/D175A): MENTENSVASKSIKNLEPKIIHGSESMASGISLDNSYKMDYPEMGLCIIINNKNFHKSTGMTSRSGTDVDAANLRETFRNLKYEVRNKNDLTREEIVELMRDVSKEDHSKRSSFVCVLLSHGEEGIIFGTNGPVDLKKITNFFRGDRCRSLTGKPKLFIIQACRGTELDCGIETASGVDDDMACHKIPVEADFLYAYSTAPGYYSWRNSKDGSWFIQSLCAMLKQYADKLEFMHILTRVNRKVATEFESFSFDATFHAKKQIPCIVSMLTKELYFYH
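Assay system – Procaspase-3 D3A mutant · Benchmarks – DMSO low control, extra-enzyme high control · Technique – 405 nm absorbance of p-nitroaniline, reads at 0 and 120 min · Doses – 8.5 µM nominal · Measure – % activation between DMSO and enzyme-spiked controls · Also added – Ac-DEVD-pNA chromogenic peptide substrate · Schedule – 1 h compound preincubation, 2 h substrate hydrolysis at 25 °C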
proCasp7 act: activates human procaspase-7, counter-screen for procaspase-3 activators | recombinant procaspase-7, Ac-DEVD-pNA absorbance 405 nm; D23A/D198A/D206A triple mutant, cannot self-cleave; scale: DMSO 0, 5 µM enzyme 100 | activation, % at 8.5 µM | P55210 | AID 463210 | 330,000 compounds, 0.093% hits;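 active = percent activation above the screen-wide mean plus 3 SD, cut at about 25% in these data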
Target sequence (P55210 whole entry D23A/D198A/D206A): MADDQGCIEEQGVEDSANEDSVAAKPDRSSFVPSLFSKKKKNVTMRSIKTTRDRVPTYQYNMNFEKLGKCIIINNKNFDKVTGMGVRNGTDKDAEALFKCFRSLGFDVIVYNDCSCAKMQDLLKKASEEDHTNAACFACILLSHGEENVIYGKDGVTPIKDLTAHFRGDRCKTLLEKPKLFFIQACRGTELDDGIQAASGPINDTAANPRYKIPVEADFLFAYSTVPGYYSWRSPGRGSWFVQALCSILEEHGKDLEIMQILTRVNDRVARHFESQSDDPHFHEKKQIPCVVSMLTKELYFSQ
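Replicates: singlicate. Assay system: Procaspase-7 triple mutant (PC-7 D3A). Signal: 405 nm absorbance of p-nitroaniline. Times: 1 h preincubation, 2 h reaction. Buffer or medium: Zinc-free HEPES pH 7.4 with 300 mM NaCl, 0.01% Triton X-100. Also added: DEVD-pNA substrate. Benchmarks: DMSO wells as 0%, DMSO with 5 µM added PC-7 as 100%.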
LAP4-GFP MLPCN: modulators of TOR pathway LAP4-GFP in S. cerevisiae. S. cerevisiae LAP4-GFP multiplex, flow cytometry GFP, 3 h; median GFP as percent of DMSO wells. GFP response vs DMSO, % at 10 µM. 320,000 compounds, 0.34% hits. AID 2023;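 active = GFP response vs DMSO above a set limit, about the screen mean plus 3 SD, cut at about 150% in these data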
CR mimetic SO: caloric restriction mimetics inhibiting age-related superoxide in yeast | superoxide response (% of plate mean), % at 10 µM | S. cerevisiae aged cells, superoxide DHE fluorescence; active compounds read low | 330,000 compounds, 0.18% hits;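 active = superoxide response under a set limit, about three screen SD below normal, cut at about 65% in these data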;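 note: yeast aged for seven days with compound at 30 °C before DHE staining; 100% = average MFI of all compound-treated wells on the plate with controls excluded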
GASC-1 inh: blocks human GASC-1 demethylase activity; GST-JMJD2C(1-420) H3K9me3 demethylation, DELFIA europium; Q9H3R0; 330,000 compounds, 0.069% hits; inhibition, % at 2.35 µM; AID 2099;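 active = more than half of a compound's replicate wells show inhibition beyond 50%, single wells judged on their own value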;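 note: signal counts dimethyl H3K9 product captured on neutravidin plate; 0% = median of DMSO wells and 100% = 0.3 times that DMSO median; strong numbers were not always called active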
Target sequence (Q9H3R0 1-420 limits assumed): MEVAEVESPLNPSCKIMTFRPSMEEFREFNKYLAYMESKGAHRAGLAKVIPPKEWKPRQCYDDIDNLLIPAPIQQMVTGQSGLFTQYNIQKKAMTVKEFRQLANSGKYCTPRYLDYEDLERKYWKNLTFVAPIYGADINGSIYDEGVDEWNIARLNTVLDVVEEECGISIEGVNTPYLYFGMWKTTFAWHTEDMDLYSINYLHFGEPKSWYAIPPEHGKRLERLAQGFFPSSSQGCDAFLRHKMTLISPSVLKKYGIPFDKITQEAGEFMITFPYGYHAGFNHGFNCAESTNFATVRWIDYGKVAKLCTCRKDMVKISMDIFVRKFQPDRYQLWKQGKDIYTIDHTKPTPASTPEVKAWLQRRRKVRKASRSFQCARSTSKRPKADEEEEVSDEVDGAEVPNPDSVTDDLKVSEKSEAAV
RPL19A TOR yeast: modulators of TOR pathway RPL19A-GFP in S. cerevisiae; S. cerevisiae RPL19A-GFP strain, flow cytometry, 3 h; active compounds read low; percent response vs DMSO, % at 10 µM; 330,000 compounds, 0.3% hits; AID 2025;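 active = percent response vs DMSO below 50%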;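 note: median channel GFP fluorescence of the barcoded RPL19A-GFP strain; ratio of sample median GFP to plate DMSO average so 100% = DMSO; lower means less RPL19A-GFP as with rapamycin TOR inhibition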
Numbers without * were called inactive; & = joins results of further samples.

CC1CCCCN1C(=O)COC(=O)c1cc([N+](=O)[O-])ccc1N1CCOCC1 (stereo not given) was read as MEP2 TOR yeast 98, AHR act 2, procasp3 activ -4, proCasp7 act -1, LAP4-GFP MLPCN 95, CR mimetic SO 96, GASC-1 inh 2 and RPL19A TOR yeast 100.
`Cc1nc2ccccc2nc1OCC(=O)Nc1ccc(F)cc1` gave MEP2 TOR yeast 104, AHR act -1, procasp3 activ 6, proCasp7 act 14, LAP4-GFP MLPCN 95, CR mimetic SO 88, GASC-1 inh -14 and RPL19A TOR yeast 108.
For CC1CCN(S(=O)(=O)c2ccc3c(c2)oc(=O)n3CC(=O)N2CCc3ccccc3C2)CC1 the results were MEP2 TOR yeast 98, AHR act 0, procasp3 activ -1, proCasp7 act 6, LAP4-GFP MLPCN 106, CR mimetic SO 94, GASC-1 inh -14 and RPL19A TOR yeast 104.
For CCCC12CN3CC(CCC)(CN(C1)C3C(O)C(O)C(O)CO)C2=O (stereo not given) the results were MEP2 TOR yeast 103, AHR act 1, procasp3 activ 2, proCasp7 act 6, LAP4-GFP MLPCN 98, CR mimetic SO 95, GASC-1 inh 8 and RPL19A TOR yeast 97.
Screening CCCCNC(=O)CCN1N=C(c2ccccc2)CCC1=O returned MEP2 TOR yeast 99, AHR act -5, procasp3 activ 9, proCasp7 act 3, LAP4-GFP MLPCN 105, CR mimetic SO 84, GASC-1 inh -1 and RPL19A TOR yeast 98.
Cc1cccc(NC(=O)C2CCCN(C(=O)NC3CCCCC3)C2)c1C (stereo not given) was read as MEP2 TOR yeast 98, AHR act 4, procasp3 activ 2, proCasp7 act -8, LAP4-GFP MLPCN 98, CR mimetic SO 122, GASC-1 inh -7 and RPL19A TOR yeast 91.
`COc1cc(/C=C/C(=O)OCC(=O)N2CCCc3ccccc32)ccc1O` gave MEP2 TOR yeast 109, AHR act 0, procasp3 activ 2, proCasp7 act 6, LAP4-GFP MLPCN 107, CR mimetic SO 82, GASC-1 inh 2 and RPL19A TOR yeast 103.
O=C(CNC(=O)c1cccs1)NCC(=O)OCc1c(Cl)cccc1Cl was read as MEP2 TOR yeast 94, AHR act 4, procasp3 activ 0, proCasp7 act -1, LAP4-GFP MLPCN 92, CR mimetic SO 97, GASC-1 inh 2 and RPL19A TOR yeast 99.
Screening Cc1cc2nc(-c3ccc(NC(=O)c4cccnc4)cc3)oc2cc1C returned MEP2 TOR yeast 96, AHR act -7, procasp3 activ 5, proCasp7 act -4, LAP4-GFP MLPCN 94, CR mimetic SO 118, GASC-1 inh 2 and RPL19A TOR yeast 95.
`CCOC(=O)c1c(C)[nH]c(C(=O)COC(=O)c2ccc(O)cc2)c1C` gave MEP2 TOR yeast 104, AHR act 1, procasp3 activ 4, proCasp7 act 3, LAP4-GFP MLPCN 103, CR mimetic SO 104, GASC-1 inh 29 and RPL19A TOR yeast 94.
For O=C(O)/C=C/C(=O)NCCc1ccccc1 the results were MEP2 TOR yeast 89, AHR act 0, procasp3 activ -13, proCasp7 act 1, LAP4-GFP MLPCN 106, CR mimetic SO 104, GASC-1 inh 5 and RPL19A TOR yeast 94.
For CCc1nnc(NC(=O)c2cccc(C(=O)Nc3nnc(CC)s3)n2)s1 the results were MEP2 TOR yeast 111, AHR act 8, procasp3 activ -4, proCasp7 act 7, LAP4-GFP MLPCN 133, CR mimetic SO 84, GASC-1 inh -6 and RPL19A TOR yeast 90.
Screening CC(Oc1ccccc1)C(=O)Nc1nnc(S(=O)(=O)N(C)c2ccccc2)s1 (stereo not given) returned MEP2 TOR yeast 102, AHR act 1, procasp3 activ 6, proCasp7 act 10, LAP4-GFP MLPCN 93, CR mimetic SO 91, GASC-1 inh -5 and RPL19A TOR yeast 102.
Screening O=C(O)COc1c(Cl)cc(/C=C2\NC(=O)NC2=O)cc1Br returned MEP2 TOR yeast 101, AHR act -4, procasp3 activ -5, proCasp7 act 0, LAP4-GFP MLPCN 90, CR mimetic SO 80, GASC-1 inh 3 and RPL19A TOR yeast 102.
Screening O=C(OCn1nnc2ccccc2c1=O)c1ccc(Br)o1 returned MEP2 TOR yeast 108, AHR act 1, procasp3 activ 13, proCasp7 act 3, LAP4-GFP MLPCN 126, CR mimetic SO 86, GASC-1 inh 3 and RPL19A TOR yeast 102.
Screening CC(=O)c1ccc(NC(=O)C2C3C=CC(O3)C2C(=O)O)cc1 (stereo not given) returned MEP2 TOR yeast 104, AHR act 4, procasp3 activ -21, proCasp7 act -12, LAP4-GFP MLPCN 98, CR mimetic SO 101, GASC-1 inh -5 and RPL19A TOR yeast 104.
For COC(=O)C1=C(C)NC(=O)NC1C1CC=CCC1 (stereo not given) the results were MEP2 TOR yeast 95, AHR act -1, procasp3 activ 13, proCasp7 act -3, LAP4-GFP MLPCN 93, CR mimetic SO 89, GASC-1 inh -2 and RPL19A TOR yeast 100.
O=S(=O)(c1ccc2c(c1)OCCO2)N1C[C@@H]2C[C@H]1CN2S(=O)(=O)c1c(F)cccc1F was read as MEP2 TOR yeast 97, AHR act 0, procasp3 activ 8, proCasp7 act -2, LAP4-GFP MLPCN 93, CR mimetic SO 98, GASC-1 inh -2 and RPL19A TOR yeast 110.
For CSc1ncccc1C(=O)OCC(=O)NC1CCCC1 the results were MEP2 TOR yeast 101, AHR act -1, procasp3 activ 11, proCasp7 act 1, LAP4-GFP MLPCN 105, CR mimetic SO 125, GASC-1 inh -1 and RPL19A TOR yeast 101.
`CCN(CC)S(=O)(=O)c1cc(NC(=O)CSc2nccn2C)ccc1C` gave MEP2 TOR yeast 109, AHR act 0, procasp3 activ 1, proCasp7 act -7, LAP4-GFP MLPCN 110, CR mimetic SO 100, GASC-1 inh -26 and RPL19A TOR yeast 99.
For O=C(c1ccco1)N1CCN(Cc2cc(=O)oc3cc(O)ccc23)CC1 the results were MEP2 TOR yeast 97, AHR act -1, procasp3 activ 16, proCasp7 act 14, LAP4-GFP MLPCN 98, CR mimetic SO 108, GASC-1 inh -14 and RPL19A TOR yeast 97.
Cc1cc(C)cc(NC(=O)CSc2nnc(CNC(=O)c3ccco3)n2C)c1 was read as MEP2 TOR yeast 96, AHR act 4, procasp3 activ -6, proCasp7 act -3, LAP4-GFP MLPCN 90, CR mimetic SO 99, GASC-1 inh -12 and RPL19A TOR yeast 95.
`Cc1cnn(-c2cc(N/N=C/c3ccccc3Cl)ncn2)c1` gave MEP2 TOR yeast 98, AHR act 1, procasp3 activ 6, proCasp7 act 13, LAP4-GFP MLPCN 92, CR mimetic SO 100, GASC-1 inh -1 and RPL19A TOR yeast 98.
`Cc1ccc(S(=O)(=O)N2CCOCC2)cc1NC(=O)COc1cccc(-n2cnnn2)c1` gave MEP2 TOR yeast 105, AHR act -2, procasp3 activ 8, proCasp7 act -4, LAP4-GFP MLPCN 114, CR mimetic SO 94, GASC-1 inh 5 and RPL19A TOR yeast 105.
`CCOc1cc(CNc2ccc3c(c2)CCC3)ccc1OC` gave MEP2 TOR yeast 105, AHR act 23, procasp3 activ -5, proCasp7 act -9, LAP4-GFP MLPCN 98, CR mimetic SO 108, GASC-1 inh 8 and RPL19A TOR yeast 97.
CC(C)Sc1nc2ccccc2n1CC(=O)NCc1ccc2c(c1)OCO2 was read as MEP2 TOR yeast 97, AHR act 3, procasp3 activ 1, proCasp7 act -8, LAP4-GFP MLPCN 106, CR mimetic SO 83, GASC-1 inh -1 and RPL19A TOR yeast 102.
O=C(c1cc(-c2ccc(Br)cc2)nc2ccccc12)N1CCN(c2ccccc2O)CC1 was read as MEP2 TOR yeast 109, AHR act 20, procasp3 activ 8, proCasp7 act 10, LAP4-GFP MLPCN 113, CR mimetic SO 106, GASC-1 inh 31 and RPL19A TOR yeast 108.
Screening Cc1ccc(C)c(NC(=O)CSc2nnc(C3CCCCC3)o2)c1 returned MEP2 TOR yeast 86, AHR act 1, procasp3 activ 11, proCasp7 act 9, LAP4-GFP MLPCN 95, CR mimetic SO 100, GASC-1 inh -10 and RPL19A TOR yeast 101.
CCC(Sc1nc(C)cc(C)n1)C(=O)Nc1nccs1 (stereo not given) was read as MEP2 TOR yeast 97, AHR act 5, procasp3 activ 4, proCasp7 act 6, LAP4-GFP MLPCN 103, CR mimetic SO 92, GASC-1 inh 8 and RPL19A TOR yeast 94.
`CSCCC(NC(=O)c1ccccc1C)C(=O)O` (stereo not given) gave MEP2 TOR yeast 98, AHR act 0, procasp3 activ -2, proCasp7 act 14, LAP4-GFP MLPCN 95, CR mimetic SO 93, GASC-1 inh -1 and RPL19A TOR yeast 94.

Compounds from the list above containing fluorine (two):
`Cc1nc2ccccc2nc1OCC(=O)Nc1ccc(F)cc1` gave MEP2 TOR yeast 104, AHR act -1, procasp3 activ 6, proCasp7 act 14, LAP4-GFP MLPCN 95, CR mimetic SO 88, GASC-1 inh -14 and RPL19A TOR yeast 108.
O=S(=O)(c1ccc2c(c1)OCCO2)N1C[C@@H]2C[C@H]1CN2S(=O)(=O)c1c(F)cccc1F was read as MEP2 TOR yeast 97, AHR act 0, procasp3 activ 8, proCasp7 act -2, LAP4-GFP MLPCN 93, CR mimetic SO 98, GASC-1 inh -2 and RPL19A TOR yeast 110.

(list continues)
Screening Nc1ncnc2oc(-c3ccco3)c(-c3ccco3)c12 returned MEP2 TOR yeast 97, AHR act 30, procasp3 activ 7, proCasp7 act 1, LAP4-GFP MLPCN 116, CR mimetic SO 90, GASC-1 inh 3 and RPL19A TOR yeast 92.
Cc1ccc(OCCn2cc(C(=O)O)c3ccccc32)cc1 was read as MEP2 TOR yeast 102, AHR act 0, procasp3 activ 8, proCasp7 act 4, LAP4-GFP MLPCN 110, CR mimetic SO 109, GASC-1 inh 0 and RPL19A TOR yeast 96.
Screening CC(C)OC(=O)CSc1nnc(-c2cccnc2)n1Cc1ccccc1 returned MEP2 TOR yeast 107, AHR act 0, procasp3 activ 3, proCasp7 act 10, LAP4-GFP MLPCN 106, CR mimetic SO 104, GASC-1 inh -9 and RPL19A TOR yeast 105.
Screening CCOC(=O)c1[nH]c2ccc(Br)cc2c1NC(=O)CCN1CCC(C(=O)OCC)CC1 returned MEP2 TOR yeast 98, AHR act 19, procasp3 activ -3, proCasp7 act -1, LAP4-GFP MLPCN 100, CR mimetic SO 96, GASC-1 inh 3&5 and RPL19A TOR yeast 97.
Cn1c(SCC(=O)NCCNC(=O)CSc2nnc(C(F)(F)F)n2C)nnc1C(F)(F)F was read as MEP2 TOR yeast 100, AHR act -1, procasp3 activ -4, proCasp7 act 1, LAP4-GFP MLPCN 103, CR mimetic SO 98, GASC-1 inh -3 and RPL19A TOR yeast 100.
O=C(Nc1ccccc1F)c1ccc(CN2CCc3ccccc3C2)cc1 was read as MEP2 TOR yeast 101, AHR act 1, procasp3 activ 2, proCasp7 act 1, LAP4-GFP MLPCN 96, CR mimetic SO 98, GASC-1 inh 13 and RPL19A TOR yeast 107.
Screening N#Cc1cc2c(nc1SCC(=O)N1CCCCC1)CCCC2 returned MEP2 TOR yeast 103, AHR act -2, procasp3 activ -7, proCasp7 act 11, LAP4-GFP MLPCN 100, CR mimetic SO 98, GASC-1 inh 3 and RPL19A TOR yeast 100.
